TrxR1 substrate: substrates of rat thioredoxin reductase 1 | Potency, µM (doses to about 114 µM), for inactives: at the top dose activity change, negative = substrate turnover | purified TrxR1 substrate turnover, NADPH consumption readout | 390,000 compounds, 0.01% hits | O89049 | AID 588456; note: potency is the fitted concentration of half-maximal effect; % is set by controls: 0 for no effect and ±100 for the full control effect; nearly all actives have a fitted effect of over 50% in size
Target sequence (O89049 whole entry, looked up): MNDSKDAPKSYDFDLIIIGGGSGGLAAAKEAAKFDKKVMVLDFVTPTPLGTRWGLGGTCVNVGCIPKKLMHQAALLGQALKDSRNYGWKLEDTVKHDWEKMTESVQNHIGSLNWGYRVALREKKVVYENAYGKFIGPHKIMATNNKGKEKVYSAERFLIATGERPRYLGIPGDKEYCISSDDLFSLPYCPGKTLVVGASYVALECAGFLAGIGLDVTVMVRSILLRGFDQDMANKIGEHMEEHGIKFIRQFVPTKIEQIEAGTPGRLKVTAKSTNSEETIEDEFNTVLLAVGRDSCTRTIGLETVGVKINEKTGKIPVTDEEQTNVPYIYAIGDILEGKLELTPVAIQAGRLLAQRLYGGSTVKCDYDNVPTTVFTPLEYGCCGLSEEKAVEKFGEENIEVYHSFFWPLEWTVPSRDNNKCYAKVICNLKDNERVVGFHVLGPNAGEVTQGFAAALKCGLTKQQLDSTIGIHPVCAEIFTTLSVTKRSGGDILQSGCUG
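Rat TrxR1, dispensed at 90 nM, was prereduced with 400 uM NADPH (final) for 5 min at ~22 deg C, then incubated with compound 15 min before 400 uM selenite. A first-read NADPH fluorescence drop versus no-compound background flagged substrates.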
USP1 inh: inhibitors of human USP1/UAF1 deubiquitinase. AID 743255. 390,000 compounds, 0.23% hits. recombinant USP1/UAF1, Ub-Rhodamine cleavage fluorescence. Potency, µM (series often up to 57.1 µM), without a hit: at the highest dose activity change, negative = inhibition, hits mostly inhibitors; note: potency is the fitted concentration of half-maximal effect; % is set by controls: 0 for no effect and ±100 for the full control effect; nearly all actives have a fitted effect of over 60% in size; inactives centre near -12
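Step one: compound is pinned into 1nM USP1/UAF1 in HEPES pH 7.8 buffer with TCEP. Step two: 15 min room-temperature incubation. Step three: Ub-Rho (150nM final) starts cleavage, tracked by fluorescence over six one-minute reads.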
IDH1 R132H inh: blocks human mutant IDH1 R132H enzyme; O75874; AID 602179; IDH1-R132H enzyme, NADPH consumption, diaphorase/resazurin fluorescence; 390,000 compounds, 0.093% hits; Potency, µM (doses to about 76.6 µM), for the others: at the top dose activity change, negative = inhibition, usual class: inhibitors; note: potency is the fitted concentration of half-maximal effect; % is set by controls: 0 for no effect and ±100 for the full control effect; nearly all actives have a fitted effect of over 65% in size
Target sequence (O75874 whole entry R132H, stated change not applied): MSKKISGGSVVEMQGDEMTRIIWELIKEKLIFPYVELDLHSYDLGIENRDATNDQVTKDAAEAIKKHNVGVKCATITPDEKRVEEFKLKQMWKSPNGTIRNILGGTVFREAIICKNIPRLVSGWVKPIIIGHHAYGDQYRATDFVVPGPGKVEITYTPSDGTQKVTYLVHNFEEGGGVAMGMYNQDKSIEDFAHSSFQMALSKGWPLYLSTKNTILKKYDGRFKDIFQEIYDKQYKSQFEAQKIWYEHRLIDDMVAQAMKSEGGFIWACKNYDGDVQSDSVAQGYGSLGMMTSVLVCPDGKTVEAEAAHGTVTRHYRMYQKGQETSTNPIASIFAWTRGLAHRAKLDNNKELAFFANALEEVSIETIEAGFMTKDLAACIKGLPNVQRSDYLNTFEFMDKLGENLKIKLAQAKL
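IDH1-R132H (0.5 ug/mL) preincubated 30 min with compound, then NADPH (0.016 mM) and alpha-KG (2 mM) added; 80 min at RT, pH 7.5. Remaining NADPH coupled via diaphorase/resazurin to fluorescence (540/590 nm); concentration-response curves normalized to no-enzyme control.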
PI4K2A inh: inhibitors of human PI4K2A | activity change, negative = inhibition, % at 76.9 µM | purified PI4K2A, ADP-Glo luminescence, 1 h; hits give low values | Q9BTU6 | 420,000 compounds, 0.13% hits; in the data active = activity change below about -50%; inconclusive = mostly about -30% to -49%;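 note: -100% = wells without enzyme as full effect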
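In this quantitative HTS, ADP production by PI4K2A was quantified luminescently after 1 h at ambient temperature; 100 microM adenosine served as plate-quality control.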
LDHA block: inhibitors of human lactate dehydrogenase A; purified LDHA, NADH/diaphorase-resazurin fluorescence; hits give low values; activity change, % (values are at about 110 or 230 µM); 480,000 compounds, 0.15% hits; in the data active = activity change below about -30%; inconclusive = mostly about -25% to -30%;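 note: plate controls were DMSO wells for no effect and wells without enzyme for full effect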
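Resorufin fluorescence (ex540/em590), read at 0 and 20 min after diaphorase/resazurin addition, reports the NADH left after a 5 min room-temperature reaction of 2 nM human LDH5 with 0.06 mM NADH and 0.2 mM pyruvate.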
RXFP1 agonist: agonists of human relaxin receptor RXFP1; Q9HBX9; HEK293T-RXFP1 cAMP TR-FRET, 30 min; response scale: percent of porcine relaxin response, buffer zero; Potency, µM (highest dose often 57.5 µM), for inactives: top-dose activation, actives largely listed as activators; 370,000 compounds, 0.3% hits; note: potency is the fitted concentration of half-maximal effect; % is set by controls: 0 for no effect and ±100 for the full control effect; nearly all actives have a fitted effect of over 60% in size; many of its hits are not listed in these tables
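cAMP rise read by TR-FRET after 30 min, 37C compound exposure (up to 58 uM) in RXFP1-transfected HEK293 cells with Ro 20174 present. EC50 from Hill-equation fits, with 29 nM porcine relaxin as 100% and buffer as basal.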
Vif-APOBEC3G blk: inhibitors of Vif-APOBEC3G interaction; HeLa A3G-eYFP + Vif (tagged APOBEC3G with the HIV-1 protein that degrades it), YFP fluorescence, overnight; 410,000 compounds, 0.076% hits; Q9HC16; Potency, µM (titrated, usually from 46.1 µM), for the others: at the top dose activity, negative = active, most hits filed as inhibitors; AID 602310;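 note: potency is the fitted concentration of half-maximal effect; % is set by controls: 0 for no effect and ±100 for the full control effect; nearly all actives have a fitted effect of over 60% in size; hits raise eYFP signal because A3G escapes Vif-driven loss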
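Read-out is eYFP fluorescence (Ex 488/Em 500-530) from Vif-expressing HeLa A3G-eYFP cells; more signal means A3G escaped Vif-mediated degradation. Cells plated overnight, compound pinned in, incubated overnight at 37 deg C.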
Vif-APOBEC3F blk: blocks the Vif interaction with APOBEC3F; Potency, µM (series often up to 46.1 µM), inactives show at the top dose activity, negative = active; HeLa A3F-eYFP + Vif (tagged APOBEC3F with the HIV-1 protein that degrades it), YFP fluorescence increase; 390,000 compounds, 0.2% hits; AID 602313; note: potency is the fitted concentration of half-maximal effect; % of control where 0% means no effect; nearly all actives have a fitted effect of over 65% in size
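HeLa cells stably expressing A3F-eYFP plus Vif, plated and incubated overnight at 37 deg C, then exposed to compounds overnight at 37 deg C. Blocked degradation read as raised yellow fluorescence (Ex 488/Em 500-530).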
Glioma ERSR ind: inducers of ER stress response in human glioma cells; U87-MG GRP78 promoter luciferase reporter, 16 h; Potency, µM, for the others: at the highest dose activation, actives largely listed as activators; 420,000 compounds, 0.02% hits; note: potency is the fitted concentration of half-maximal effect; series mostly up to about 76 µM; % of control where 0% means no effect; nearly all actives have a fitted effect of over 35% in size
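Stably transfected U87-MG human glioma cells carrying a GRP78-based luminescent sensor were seeded at 1000 cells/well, pin-dosed with compounds and incubated 16 h. Luciferase reagent was then added, and end-point luminescence was read after 10 min at room temperature.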
Starred values were filed as active, the others as inactive; ? = inconclusive; · = not tested or not shown; & = joins results of further samples; [ ] = dose if it differs, or a comment. Unless noted, calls come from the whole dose curve; as a rule, active = well fitted curve in the direction sought with a large enough effect; inconclusive = small, poorly fitted or top-dose-only effect, or another doubt; inactive = no such curve, though single readings can be large; an effect the other way counts as inactive or inconclusive. A portion of the library; the hit share may differ from the screen's.

SMILES	TrxR1 substrate	USP1 inh	IDH1 R132H inh	PI4K2A inh	LDHA block	RXFP1 agonist	Vif-APOBEC3G blk	Vif-APOBEC3F blk	Glioma ERSR ind
COc1ccc(NC(=O)c2ccc(S(=O)(=O)N3CCCC3)cc2)cc1OC	-1%	-20%	10%	6	-1	-0.6%	-5%	7%	-5%
Cc1ccc(S(=O)(=O)c2c(C)cc(C)nc2Oc2cccc(C)c2C)cc1	10%[57.1 µM]	-23%	0%	-3	-4	2.5%	-24%	-11%	-5%
CCC1(CC)NC(=O)N(CC(=O)Nc2ccc(S(=O)(=O)N3CCOCC3)cc2)C1=O	0%	-20%	-4%	0	-7	0.6%	-2%	-1%	-1%
CCOC(=O)C1=C(O)/C(=C\c2ccc(O)c(OCC)c2)N=C1C	-1%	-22%	-4%	2	3	-1.7%	1%	-9%	-1%
CCn1c(SCC(N)=O)nc2c(c1=O)C1(CCCC1)Cc1ccccc1-2	3%[57.1 µM]	-11%	-7%	-9	-8	3.2%	-1%	-5%	-2%
CCCCC12CN3CC(C)(CN(C1)C31C(=O)N(C)c3ccc(C)cc31)C2=O (stereo not drawn)	1%	-15%	0%	6	-7	2.3%	1%	-5%	-4%
Cc1ccc(S(=O)(=O)c2cn(CC(=O)Nc3cccc(C)c3)c3cc4c(cc3c2=O)OCO4)cc1	2%	-18%	10%	2	2	-0.8%	1%	0%	-1%
CN(C)CCCN(C(=O)c1ccc(S(=O)(=O)N(C)C2CCCCC2)cc1)c1nc2ccc(F)cc2s1	-2%	-19%	-20%	-6	-3	-0.3%	-1%	-9%	-4%
O=C(NCc1ccccc1)[C@@H]1C[C@H]1[C@@H](NP(=O)(c1ccccc1)c1ccccc1)c1ccccc1	-13%	-2%	9%	2	-9	2.9%	-4%	-5%	-3%
Cc1ccccc1N1CC2=C(C1=O)C(c1ccccc1)NC(=O)N2C (stereo not drawn)	7%[57.1 µM]	-11%	0%	0	-2	0.0%	-1%	-3%	-1%
CCC1(c2ccccc2)NC(=O)N(CC(=O)Nc2ccc3c(c2)CCC3)C1=O (stereo not drawn)	·	1%	-7%	-2	-2	·	-13%	-5%	-3%
CSc1nsc(SCC(=O)N2CCCc3ccccc32)n1	1%[57.1 µM]	-19%	15%	-5	1	0.5%	-11%	-5%	-1%
O=C1CCC(=O)N1CC(O)COc1ccccc1 (stereo not drawn)	4%	-8%	-3%	2	0	-3.6%	2%	-4%	-2%
CCC(C)NC(=O)CSc1nc2n[nH]c(C)c2c(=N)n1-c1ccc(OC)cc1 (stereo not drawn)	16%	-17%	8%	-3	-7	28%	-3%	-1%	1%
C(=C\c1ccccc1)/CN1CCN(C(c2ccnc3ccccc23)c2nnnn2C2CCCC2)CC1 (stereo not drawn)	·	·	·	3	-4	·	-8%	·	-4%
O=C(CN1CCC(C(=O)c2ccc(F)cc2)CC1)NCc1ccccc1F	6%[57.1 µM]	-17%	6%	-5	-2	2.1%	0%	0%	-7%
O=C1CCCCC1Sc1nnc(Cc2cccs2)n1CCc1ccccc1 (stereo not drawn)	1%	-20%	-6%	2	11	0.4%	2%	·	-2%
Cc1ccc(CNc2ncnc3c2nnn3C)cc1	-2%[57.1 µM]	-5%	22%	2	-4	6.1%	5%	1%	1%
CCOc1ccc(NC(=O)Nc2ccc3snnc3c2)cc1	-2%	-25%	21%	2	1	-0.7%	3%	-2%	0%
COCCCN(Cc1ccco1)C(=O)c1cc2c(s1)-c1ccccc1OC2	227%[activator]	-22%	2%	-1	2	6.0%	-11%	4%	1%
Cc1ccc(NCC(O)Cn2cnc3c2c(=O)n(C)c(=O)n3C)cc1 (stereo not drawn)	-6%[57.1 µM]	2%	13%	4	4	?	5%	-2%	-3%
CN(C)CCCn1c(=O)n(Cc2ccccc2)c(=O)c2c3c(sc21)CCCCC3	-7%	-2%	-3%	6	-5	-0.2%	3%	3%	-5%
CCCS(=O)(=O)N1CCN(C(=O)c2cc(OC)cc(OC)c2)CC1	8%	-8%	0%	1	4	3.4%	-2%	7%	-2%
CCCNS(=O)(=O)/C=C/c1ccccc1	11%[57.1 µM]	-3%	7%	-4	-12	1.1%	0%	2%	0%
CCOc1ccc(CCNC(=O)C2CCCN(c3ncnc4c3nc3n4CCCCC3)C2)cc1 (stereo not drawn)	1%	-22%	1%	-4	-3	3.2%	1%	-9%	-1%

Ordered by SMILES length (lowest first): some entries from above.
SMILES	TrxR1 substrate	USP1 inh	IDH1 R132H inh	PI4K2A inh	LDHA block	RXFP1 agonist	Vif-APOBEC3G blk	Vif-APOBEC3F blk	Glioma ERSR ind
O=C1CCC(=O)N1CC(O)COc1ccccc1 (stereo not drawn)	4%	-8%	-3%	2	0	-3.6%	2%	-4%	-2%
CSc1nsc(SCC(=O)N2CCCc3ccccc32)n1	1%[57.1 µM]	-19%	15%	-5	1	0.5%	-11%	-5%	-1%
CCOc1ccc(NC(=O)Nc2ccc3snnc3c2)cc1	-2%	-25%	21%	2	1	-0.7%	3%	-2%	0%
Cc1ccccc1N1CC2=C(C1=O)C(c1ccccc1)NC(=O)N2C (stereo not drawn)	7%[57.1 µM]	-11%	0%	0	-2	0.0%	-1%	-3%	-1%
CCCS(=O)(=O)N1CCN(C(=O)c2cc(OC)cc(OC)c2)CC1	8%	-8%	0%	1	4	3.4%	-2%	7%	-2%
CCOc1ccc(CCNC(=O)C2CCCN(c3ncnc4c3nc3n4CCCCC3)C2)cc1 (stereo not drawn)	1%	-22%	1%	-4	-3	3.2%	1%	-9%	-1%
CN(C)CCCN(C(=O)c1ccc(S(=O)(=O)N(C)C2CCCCC2)cc1)c1nc2ccc(F)cc2s1	-2%	-19%	-20%	-6	-3	-0.3%	-1%	-9%	-4%
O=C(NCc1ccccc1)[C@@H]1C[C@H]1[C@@H](NP(=O)(c1ccccc1)c1ccccc1)c1ccccc1	-13%	-2%	9%	2	-9	2.9%	-4%	-5%	-3%

Additional entries follow:
SMILES	TrxR1 substrate	USP1 inh	IDH1 R132H inh	PI4K2A inh	LDHA block	RXFP1 agonist	Vif-APOBEC3G blk	Vif-APOBEC3F blk	Glioma ERSR ind
O=[N+]([O-])c1ccc(Nc2ccc(F)cc2)cc1	-2%	-14%	5%	-2	-4	4.5%	0%	-1%	-4%
CN(C)C(=O)c1ccc(NC(=O)CN2C(=O)NC3(CCCc4ccccc43)C2=O)cc1 (stereo not drawn)	-2%	-18%	4%	2	0	0.5%	-3%	9%	-3%
O=C(NCc1ccco1)C1CCCN(S(=O)(=O)c2cccc3nonc23)C1 (stereo not drawn)	-11%	-4%	5%	-6	-6	0.3%	0%	1%	-7%
OC1(c2ccc(F)cc2)CSC(=Nc2cccnc2)N1Cc1ccco1 (stereo not drawn)	-1%[57.1 µM]	-11%	3%	4	-2	0.1%	0%	3%	-3%
CN1CCN(c2nc3c(=O)[nH]c(N)nc3n2C2OC(CO)C(O)C2O)CC1 (stereo not drawn)	6%	·	·	·	0	·	1%	·	-3%
CCOCCCNC(=O)C1CCN(S(=O)(=O)N(CC(C)C)CC(C)C)CC1	9%	-8%	11%	0	-1	1.1%	3%	0%	-2%
Cc1cc(=O)cc(C)n1-c1ccccc1N	2%	-7%	14%	-3	1	-0.7%	-1%	-3%	-4%
Cc1ccc(S(=O)(=O)NC(=O)c2cccc(C)c2)cc1	7%	-16%	-7%	-5	-2	-0.6%	-1%	2%	-2%
COc1ccc(S(=O)(=O)Nc2cccc(NC(C)=O)c2)cc1	5%	0%	2%	1	1	-2.7%	-1%	-10%	-3%
Cn1ncc([N+](=O)[O-])c1C(=O)Nc1ccc2c(c1)OCCO2	6%[57.1 µM]	-24%	2%	-7	-1	-1.4%	2%	3%	-9%
CCOc1ccc(NC(=O)CCCCCN2C(=O)[C@@H]3Cc4ccccc4CN3C2=O)cc1	2%	-21%	-4%	4	-4	0.5%	2%	0%	4%
C=CCN(c1ccccc1OC)S(=O)(=O)c1cccc(C(=O)NC2=NCCS2)c1	-4%	?	-3%	-4	-4	·	1%	14%	-3%
Cn1c(=O)c2c(ncn2CC(=O)N/N=C/C=C\c2ccccc2[N+](=O)[O-])n(C)c1=O	-2%	-6%	-2%	11	-1	?	0%	-4%	-4%
CCOc1ccc(-n2c(=O)c3c4c(sc3n(CC(=O)NCCCOC)c2=O)CCCCC4)cc1	3%&-6%	-18%&-6%	1%&7%	2&-1	-8&-8	1.8%&-1.3%	4%&6%	7%&5%	-3%&0%
Cc1ccc(S(=O)(=O)N2CCOCC2)cc1C(=O)Nc1ccccc1F	-2%	-21%	5%	-1	-10	1.6%	1%	-8%	-4%
CCc1ccc(-c2nc(CS(=O)CC(=O)NCCc3ccccc3)c(C)o2)cc1 (stereo not drawn)	4%	-28%	9%	-8	-2	-0.2%	-5%	2%	6%
Cn1nccc1NC(=O)Nc1ccc(OC(F)(F)F)cc1	-5%	-29%	2%	1	0	4.5%	-5%	?	3%
CCOC(=O)c1cc(-c2ccc(OC)cc2OC)nn1-c1ccc(C(=O)O)cc1	-3%	-4%	-7%	-1	-1	4.9%	0%	-2%	1%

Compound activity: PubChem, National Center for Advancing Translational Sciences (NCATS)
